NSD2 HMT inh: NSD2 histone methyltransferase inhibitors, primary screen, biochemical, AlphaScreen, single concentration, set 2 | AID 743445, 2014 | NSD2 peptide methylation, 120 min | inhibition, % at 12.5 µM | 310,000 tested, 0.54% active | Histone-lysine N-methyltransferase NSD2 (Homo sapiens), O96028; in the data active means inhibition above about 50%
Wnt bcat act: Wnt/beta-catenin pathway activators, primary screen, cell-based, plate reader, single point; Wnt/beta-catenin reporter cell assay, activator; AID 743398, 2014; activation, % at 9.35 µM; 300,000 tested, 1.2% active; in the data active means activation above about 30%, passing the limit was not always enough;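 further: 0% = neutral control wells and 100% = positive control wells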
MITF act: activators of MITF-driven TRPM1 promoter reporter, primary screen, cell-based, SK-MEL-5, luciferase, single point; activation, % at 12.5 µM; SK-MEL-5 TRPM1-promoter luciferase, 24 h; % of positive control, neutral wells = 0; 300,000 tested, 0.75% active; AID 588334, 2011;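 active means mean activation of at least 80% with every replicate also reaching 80%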;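 further: 0% = neutral control wells and 100% = parthenolide positive control wells; values of inactives mirror those of a sister screen read the other way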
dFosB activator: activators of delta FosB homodimer, primary screen, biochemical, fluorescence polarization, TAMRA-CDK5 oligo, single point; Protein FosB (Mus musculus), P13346; purified delta FosB; percent of positive-control signal above neutral wells; activation, % at 25 µM; 340,000 tested, 0.99% active; AID 493131, 2011;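 active means mean activation above about 17%, with every replicate also reaching it, limit read from the data, passing the limit was not always enough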;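 further: fluorescence polarization rise as delta FosB binds a TAMRA Cdk5 AP-1 oligo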
PvdQ acylase: P. aeruginosa PvdQ acylase inhibitors, primary screen, biochemical, fluorescence, plate reader and imaging, single point; PvdQ acylase [Pseudomonas aeruginosa LESB58]; purified PvdQ acylase; inhibition, % at 10 µM; 340,000 tested, 0.063% active; in the data active means inhibition above about 30%, passing the limit was not always enough;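 further: 0% = vehicle neutral wells and 100% = reference inhibitor wells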
HTR5A inv ctr: HTR5A inverse agonists in luminescence cell assay, primary screen, counter-screen for OPRM1-OPRD1 heterodimer inverse agonist project, full-deck HTS. 5-hydroxytryptamine receptor 5A (Homo sapiens), P47898. HTR5A cell line, inverse agonism. inhibition, % at 9.3 µM. 340,000 tested, 0.083% active. AID 504634, 2011; in the data active means inhibition mostly above about 23%, no sharp cut-off; inactive means mostly below about 18%;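 further: 0% = cells with DMSO and 100% = no-cell wells with DMSO; some compounds called inactive have numbers as strong as hits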
Target sequence (P47898 whole entry, looked up): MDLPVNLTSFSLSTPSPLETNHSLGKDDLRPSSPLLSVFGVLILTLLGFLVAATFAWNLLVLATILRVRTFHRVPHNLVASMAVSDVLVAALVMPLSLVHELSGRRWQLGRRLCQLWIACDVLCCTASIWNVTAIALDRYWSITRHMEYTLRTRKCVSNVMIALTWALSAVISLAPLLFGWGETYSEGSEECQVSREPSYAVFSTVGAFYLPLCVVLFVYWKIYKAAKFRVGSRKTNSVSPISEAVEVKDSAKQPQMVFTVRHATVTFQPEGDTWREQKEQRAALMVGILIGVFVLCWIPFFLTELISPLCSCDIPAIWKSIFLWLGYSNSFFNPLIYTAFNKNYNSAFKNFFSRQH
V-ATPase pHluor: regulators of yeast V-ATPase proton pumping, primary screen, pHLuorin cytosolic pH fluorescence | S. cerevisiae | response, % at 10 µM | 350,000 tested, 0.37% active; in the data active means response mostly above about 7.3%, no sharp cut-off; inactive means mostly below about 5.4%; further: actives read high; inactives centre near 0; some compounds called inactive have numbers as strong as hits; reference of the scale not given here
SR-BI HDL uptake: inhibitors of SR-BI mediated HDL lipid uptake, primary screen, ldlA[mSR-BI] cells, fluorescence, single point. 320,000 tested, 0.96% active. Scavenger receptor class B member 1 (Mus musculus), Q61009. inhibition, % at 12.5 µM. AID 488896, 2010. ldlA[mSR-BI] CHO cells, DiI-HDL uptake fluorescence, 3 h;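 active means mean replicate inhibition of at least 70% and a set share of replicates each scoring 70 or more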;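 further: 0% = median of neutral control wells and 100% = median of positive control wells; values of inactives mirror those of a sister screen read the other way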
HTR5A ag ctr: HTR5A agonists in luminescence cell assay, primary screen, counter-screen for OPRM1-OPRD1 heterodimer agonist project, full-deck HTS; cell-based; activation, % at 9.3 µM; 340,000 tested, 0.61% active; AID 504692, 2011; in the data active means activation mostly above about 9.5%, no sharp cut-off; inactive means mostly below about 7.6%;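 further: 0% = cells with vehicle only and 100% = reference agonist; strong numbers were not always called active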
CDK5 inh: inhibitors of human CDK5/p35 kinase, primary screen, biochemical, single concentration | inhibition, % at 10 µM | Recombinant CDK5/p35, ADP-Glo luminescence, 60 min | 330,000 tested, 0.01% active | Cyclin-dependent kinase 5 (Homo sapiens) + Cyclin-dependent kinase 5 activator 1 (Homo …;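 active means highest replicate inhibition of at least 50% and at least 75% of replicates reaching 50%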;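 further: plate controls were DMSO neutral control for no effect and GW8510 at 10 µM for full effect; many of its hits are not listed in these tables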
Target sequence (Q00535 whole entry, looked up): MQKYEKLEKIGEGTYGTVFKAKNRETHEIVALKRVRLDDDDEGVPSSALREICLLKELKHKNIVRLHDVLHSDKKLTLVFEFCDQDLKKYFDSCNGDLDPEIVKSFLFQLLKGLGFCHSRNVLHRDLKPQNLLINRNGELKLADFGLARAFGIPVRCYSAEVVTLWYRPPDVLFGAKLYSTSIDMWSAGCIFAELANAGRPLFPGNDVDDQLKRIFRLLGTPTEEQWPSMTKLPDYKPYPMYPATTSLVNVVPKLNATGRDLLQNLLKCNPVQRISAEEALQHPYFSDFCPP
Target sequence (Q15078 whole entry, looked up): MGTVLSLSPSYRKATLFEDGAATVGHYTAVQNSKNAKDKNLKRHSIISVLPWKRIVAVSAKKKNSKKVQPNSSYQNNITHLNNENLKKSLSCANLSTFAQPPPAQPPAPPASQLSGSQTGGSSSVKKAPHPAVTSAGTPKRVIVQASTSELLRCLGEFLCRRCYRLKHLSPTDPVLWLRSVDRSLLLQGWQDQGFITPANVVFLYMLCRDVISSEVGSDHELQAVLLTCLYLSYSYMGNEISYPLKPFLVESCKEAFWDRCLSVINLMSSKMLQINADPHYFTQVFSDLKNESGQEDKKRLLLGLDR
Numbers without * were called inactive; / = not tested or not shown.

canonical_smiles,NSD2 HMT inh,Wnt bcat act,MITF act,dFosB activator,PvdQ acylase,HTR5A inv ctr,V-ATPase pHluor,SR-BI HDL uptake,HTR5A ag ctr,CDK5 inh
COCc1cc(Sc2cccc(Cl)c2Cl)nc(-c2ccccc2)n1,-2,-2,-6,1,-18,-3,0,20,-4,-1.5
Cc1cc(-c2cc(N)n(-c3ccccc3)n2)c(C)n1C1CCCC1,6,0,49,3,-5,5,-3,2,-3,1.3
C=CCOc1c(/C=N\NC(N)=O)cccc1OC,16,14,/,-5,-10,-3,0,-6,3,-2.0
Cc1noc(C)c1C(=O)N(CC(C)C)c1nc2ccccc2s1,-1,-2,8,-3,3,-4,2,13,1,0.8
CC(=O)n1cc([C@@H]2C=C(C(=O)NCc3ccccc3)O[C@H](OCc3ccc(CO)cc3)C2)c2ccccc21,/,-2,-10,-6,-24,2,-3,13,6,-1.2
O=C(CSCc1ccc(F)cc1)Nc1ccccc1C(=O)N1CCOCC1,9,0,0,-2,-8,10,1,-32,-2,-0.6
O=C(CCC1CCCN(Cc2ccncc2)C1)NCc1ccc(F)c(F)c1 (stereo not given),0,-1,2,-2,3,-5,0,-3,2,1.8
CCN(C(=O)COC(=O)/C=C/c1c(C)nn(-c2ccccc2)c1C)c1c(N)n(Cc2ccccc2)c(=O)[nH]c1=O,-4,-2,-6,-4,9,-19,6,26,1,-0.4
COc1ccc(N2CCN(CCNC(=O)c3ccc(NC(=O)C4CCCO4)cc3)CC2)cc1 (stereo not given),4,-1,0,-7,8,-1,-2,-6,0,-0.3
CCN(CC(=O)Nc1c(F)cccc1F)C(=O)CCNS(=O)(=O)c1ccccc1C(F)(F)F,-1,-1,-8,-10,-7,10,-2,-3,-5,0.5
CC1Cc2ccccc2N1C(=O)COC(=O)c1ccc(S(=O)(=O)N(C)C)cc1 (stereo not given),3,/,-1,-1,-9,-8,2,6,1,-0.3
COc1ccc(-n2ncc3c2CC(C)(C)CC3NC(=O)CN2CCOC2=O)cc1 (stereo not given),-2,0,-4,3,-18,-3,-1,-27,-3,0.4
CCOC(=O)N/N=C\c1ccc([N+](=O)[O-])o1,0,-16,-24,-3,5,-23,1,-29,8,1.4
CCN1CCN(C(=O)CCCn2c(C)c3cnn(-c4ccccc4)c(=O)c3c2C)CC1,/,-2,/,-6,9,-13,-6,-1,3,-0.4
COc1ccccc1OCC(=O)NNC(=O)C(=O)N1CCCC1,-1,8,5,-10,-9,-5,0,-32,3,0.8
Clc1cccc(Cl)c1CNCCCSc1ncccn1,2,-1,/,10,8,2,0,-20,0,2.4
CCCNC(=S)Nc1cc2oc3ccccc3c2cc1OC,-2,1,9,1,-7,-27,2,89*,11,-4.8
Cc1nnc(SCC(=O)Nc2sc3c(c2C(N)=O)CCCC3)[nH]c1=O,4,/,/,4,-2,-48,-1,-29,-2,-1.3
COc1ccccc1C(C(=O)NCc1ccccc1)N(C(=O)c1csnn1)C1CC1 (stereo not given),-1,-1,-6,-5,-7,-4,5,/,1,-1.8
Cc1ccc(C(=O)N/C(=C\c2ccc(Br)cc2)c2nc(=S)[nH][nH]2)cc1,/,-6,-12,1,-14,-20,-1,18,8,2.3
Cc1nc2ccc(S(=O)(=O)Nc3cccc(-c4nc5cccnc5s4)c3)cc2s1,/,3,-7,-18,4,-7,1,-37,2,2.4
COc1ccccc1NC(=O)COc1cccc(-n2cnnn2)c1,-5,0,2,-3,-1,-5,1,6,4,3.5
COc1cc(NC(=O)c2cccs2)c(C(=O)OCC(=O)NCc2ccccc2)cc1OC,-1,/,4,14,-10,-15,-3,2,2,-2.4
C#CCOCCOCCOCCNc1nc(N2CCN(C(=O)CCCCCCCCCCNC(=O)[C@@H](CCSC)n3cc(CCO)nn3)CC2)nc(N2CCN(C(=O)CCCCCCCCCCNC(=O)[C@H](CCCN=C(N)N)n3cc(C[C@@H](C)CC)nn3)CC2)n1,/,/,-66,2,-14,10,2,9,-4,1.4
C=C(C)CNC(=S)NNC(=O)CCn1c2ccccc2c2ccccc21,-4,/,-13,-9,0,12,-2,-16,3,0.3
O=C1CNC(=S)N1CCCc1ccccc1,-5,/,10,-2,-13,2,2,-7,0,0.3
COc1ccc(Cc2c(O)nc(SCC(=O)NC(C)(C)C)[nH]c2=O)cc1,1,1,4,-4,-8,-4,-1,-8,0,1.2
CCS(=O)(=O)NCCCc1ccccc1,-1,1,10,-6,-4,-11,0,-5,4,2.6
C=C(c1ccc(O)cc1)c1ccc(O)cc1,2,-2,/,-4,-17,18,-3,36,0,1.4
Oc1ccc(Br)cc1Cn1nnc2ccccc21,-5,6,/,-5,-11,-13,-1,-21,1,-0.5
Cc1cccc(N2C(=O)CC(Sc3nc(C)c4c(n3)CCCC4)C2=O)c1 (stereo not given),4,-4,-4,-11,2,-43,0,5,10,0.8
Cc1cc(=O)[nH]c2ccc(S(=O)(=O)NCc3ccccc3)cc12,0,-1,-5,4,-12,-19,-4,9,-2,1.1
CCC(C)NC(=O)C1c2ccccc2C(=O)N1Cc1ccc(OC)cc1OC (stereo not given),-3,2,/,-6,11,-10,1,14,4,-1.4
COc1ccc(OCC(=O)OCC(=O)Nc2cc(S(=O)(=O)N3CCOCC3)ccc2Cl)cc1,-1,-7,4,-13,-13,-1,-4,-4,0,1.6
Cn1cc(S(=O)(=O)N2CCC(Cc3ccccc3)CC2)c(=O)n(C)c1=O,/,4,/,-5,-10,-2,2,-9,-4,-0.8
COC(=O)c1c(C)oc2ccc(N(C(C)=O)S(=O)(=O)c3ccccc3)cc12,-5,-1,-4,-12,2,-1,3,13,1,4.0
CCOC(=O)C1CCN(C(=O)c2cc3ccc(OC)cc3[nH]2)CC1,1,17,/,-5,-5,-8,0,2,2,-1.1
C=CCSc1nnc2n(CCc3ccccc3)c(=O)c3c4c(sc3n12)COC(C)(C)C4,1,/,18,-6,2,-33,1,-27,2,0.6
O=C(NCCOC(=O)C1COc2ccccc2O1)C1COc2ccccc2O1 (stereo not given),0,/,/,-8,-11,12,0,/,-4,0.5
CC(=O)OCC(=O)Nc1ccc(N=Nc2ccccc2)cc1,0,25,72,-1,-12,12,-1,19,-1,1.2
O=C(CN1C(=O)C2CCCCN2C(=O)c2ccccc21)N1CCCc2ccccc21 (stereo not given),-2,/,7,-2,-20,5,4,-4,-2,-3.0
Cc1cc(=O)oc2cc(NC(=S)NCc3cccnc3)ccc12,-2,2,33,-12,-3,6,-1,-11,7,-2.2
CC12CN3CCN(CC(C3)/C1=N/NC(=O)Nc1ccccc1)C2,2,-2,13,-4,-12,-1,3,-48,0,-0.5
CCCCCOC(=O)c1ccccc1C(=O)O,1,/,-5,-3,-18,-10,-5,-24,4,-8.4
Cn1c(SCC(=O)N/N=C/C=C/c2ccco2)nc2ccccc21,3,/,1,-9,-11,8,1,-2,-2,-0.3
Cc1ccc2c(c1)N(CCC(=O)NC1CCCCC1)C(=O)CO2,16,1,-1,-2,-18,-8,-3,/,3,0.3
Cc1ccc(N2C(=O)C3C(C(=O)c4ccccc4)=NN(c4ccccc4)C3C2=O)cc1 (stereo not given),-1,3,-6,-13,2,8,-10,-44,3,0.0
O=S(=O)(c1ccccc1)c1nc(-c2ccco2)oc1NCc1ccco1,/,/,10,-3,-12,9,-2,-4,1,-0.7
CCOc1cccc2cc(C(=O)NCc3ccc(F)cc3)c(=N)oc12,1,-1,6,-17,-7,-1,-3,-12,-3,1.6
CSc1nc2nc3c(cc2c(=O)n1-c1ccccc1C)COC(C)(C)C3,0,-1,-9,-4,-8,0,0,/,-1,-4.9

More entries
canonical_smiles,NSD2 HMT inh,Wnt bcat act,MITF act,dFosB activator,PvdQ acylase,HTR5A inv ctr,V-ATPase pHluor,SR-BI HDL uptake,HTR5A ag ctr,CDK5 inh
Cc1cc2[nH]c(=O)c(=O)[nH]c2cc1S(=O)(=O)N1CCN(c2ccccc2F)CC1,0,-3,1,-7,-10,-12,2,6,4,0.4
O=C(c1cc2c(=O)n3ccccc3nc2s1)N1CCN(Cc2ccc3c(c2)OCO3)CC1,/,7,-2,-6,-18,-14,0,14,-1,-0.4
CC1=C(C(=O)OC(C)C)C(c2ccc(Cl)cc2)n2c(s/c(=C\c3ccc(OCC(=O)O)cc3)c2=O)=N1 (stereo not given),32,-1,/,-8,9,-14,0,21,4,1.0
O=S(=O)(Nc1ccc2[nH]ncc2c1)c1ccccc1Cl,-5,-4,2,-1,-2,-10,-2,0,4,2.9
COc1ccc(NCCc2ccccn2)cc1,5,5,/,5,-3,-11,0,6,6,0.0
C[C@H](CO)N1C[C@H](C)[C@@H](CN(C)S(=O)(=O)c2cn(C)cn2)Oc2ccc(NC(=O)Cc3ccccc3)cc2C1=O,/,2,9,3,-1,10,2,-18,1,0.1
COc1ccc(CCNC(=O)c2cc(-c3ccccc3)c(N3CCOCC3)s2)cc1OC,/,2,-1,0,-7,-6,0,/,2,0.1
Nn1c(SC/C=C/c2ccccc2)nnc1-c1ccccn1,-1,/,/,3,-16,10,4,-6,0,0.4
C#CCOC(=O)c1csc2nnsc12,2,-2,-11,1,-11,20,4,-17,-8,1.1
CNc1nc(N)c([N+](=O)[O-])c(N2CCCCCC2)n1,6,0,8,-3,-14,-21,0,0,6,0.5
CC(C)NC(=O)C(c1ccc(F)cc1)N(C(=O)CCC(=O)Nc1ccccn1)C1CCCC1 (stereo not given),1,1,-9,-9,-5,-11,-1,/,4,-0.4
O=C(O)CCCC(=O)N1CCCC1,-5,-1,11,-5,4,-17,12*,-11,6,-0.8
COc1ccc(S(=O)(=O)NCC(c2ccc(F)cc2)N2CCOCC2)cc1Br (stereo not given),1,-3,20,-4,11,6,-3,-21,-2,-0.7
O=C(OCN1C(=O)c2ccccc2C1=O)c1cccc(OC(F)F)c1,-5,2,-8,0,-3,2,-4,/,-2,-0.9
O=C(CN1CCCC1)Nc1ccc(Br)cc1,1,-1,13,-10,-16,17,1,-1,4,-0.4
Cc1ccc(N=Cc2c(O)c3ccccc3oc2=O)c(C)c1,/,7,/,-9,3,-2,2,-15,1,10
Cc1cc(C)nc(NC(C)(C)C(=O)O)n1,-1,1,4,5,-11,7,0,-18,-3,2.0
OCC[C@@H]1C[C@H](O)[C@@H](O)[C@@]2(OCCCc3ccccc32)O1,/,-2,3,1,0,44*,-2,-11,-17,-0.7
C=C(C)CN(CC)C(=O)COc1ccc(S(=O)(=O)Nc2ccc(OC)cc2)cc1,0,/,/,-9,-18,3,-5,/,-1,-1.8
